Screening results: PubChem, The Scripps Research Institute Molecular Screening Center
CHRM1 agonist: human M1 muscarinic receptor agonists, primary screen, Fluo-8 calcium fluorescence, CHO-K1 cells, HTS; Muscarinic acetylcholine receptor M1 (Homo sapiens), P11229; CHO-K1 hM1, agonist mode; 0% DMSO, 100% acetylcholine EC100; activation, % at 3 µM; hit rate 0.33% among 360,000;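 active = activation above the run's mean compound activation plus 3 SD, cut at about 16% in these data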;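 also: peak over basal fluorescence ratio within a 140 s kinetic read after compound addition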
TAAR1 antag: human TAAR1 antagonists, primary screen, Fluo-8 calcium fluorescence, CHO RD-HGA16 cells; hit rate 1.5% among 360,000; AID 624466, 2012; Trace amine-associated receptor 1 (Homo sapiens), Q96RJ0; inhibition, % at 3 µM; antagonist;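 active = inhibition above a per-plate cutoff, the mean inhibition of test compounds on that plate plus 3 SD, cut at about 49% in these data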;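 also: 0% = DMSO plus EC80 beta-PEA response and 100% = DMSO alone without agonist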
Target sequence (Q96RJ0 whole entry, looked up): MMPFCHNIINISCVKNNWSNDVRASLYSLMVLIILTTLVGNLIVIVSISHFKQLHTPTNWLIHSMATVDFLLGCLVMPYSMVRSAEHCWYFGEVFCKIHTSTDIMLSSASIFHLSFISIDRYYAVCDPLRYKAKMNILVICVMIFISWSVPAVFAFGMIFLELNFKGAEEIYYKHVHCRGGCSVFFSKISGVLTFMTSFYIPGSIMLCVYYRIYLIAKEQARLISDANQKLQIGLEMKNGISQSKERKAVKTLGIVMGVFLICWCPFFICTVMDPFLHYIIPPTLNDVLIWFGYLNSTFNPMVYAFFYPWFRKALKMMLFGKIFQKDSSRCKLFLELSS
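Assay system: CHO-derived RD-HGA16 cells stably expressing human TAAR1 plus Gα16. Timing: 140 s kinetic read after compound, 140 s after agonist. Technique: kinetic Fluo-8 calcium fluorescence measurement. Measure: % inhibition of agonist calcium response.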
CHO parental Ca: ATP-evoked calcium signal inhibitors, parental CHO, primary screen, counter-screen for OX1R antagonist project, cell-based, fluorescence, Fluo-8 calcium dye; parental CHO-K1, ATP-induced calcium, Fluo-8 fluorescence; inhibition, % at 5.6 µM; hit rate 0.63% among 330,000;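 active = inhibition above that plate's mean sample inhibition plus 3 SD, cut at about 26% in these data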;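 also: 0% = ATP-challenged DMSO wells and 100% = DMSO wells without ATP; some compounds past the cut are filed as inactive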
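Test system: untransfected parental CHO cell line. Compound: one dose, 5.6 µM nominal. Detection: intracellular calcium via Fluo-8 no-wash fluorescent dye. Measure: % inhibition. Benchmarks: ATP-challenged DMSO wells low, unchallenged DMSO wells high.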
TAAR1 agonist: human TAAR1 agonists, primary screen, Fluo-8 calcium fluorescence, CHO RD-HGA16 cells; Trace amine-associated receptor 1 (Homo sapiens), Q96RJ0; vehicle wells 0%, saturating PEA agonist 100%; activation, % at 3 µM; hit rate 0.99% among 360,000; AID 624467, 2012;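 active = activation above the mean activation of all test compounds in the run plus 3 SD, cut at about 38% in these data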
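System: CHO-derived RD-HGA16 cells with stable Gα16 and human TAAR1 / Times: 17-24 h plating, Fluo-8 75 min 37 °C, 30 min RT / Technique: calcium-sensitive Fluo-8 signal, excitation 470-495, emission 515-575 nm / Measure: % activation relative to PEA EC100 response / Benchmarks: DMSO and PEA EC100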
V1R ag counter: agonists of human V1a receptor, primary screen, counter-screen for OXTR agonist project, fluorescence, CHO-V1R cells | Vasopressin V1a receptor (Homo sapiens), P37288 | Fluo-8 calcium fluorescence, agonist mode; 0% DMSO, 100% 3 nM vasopressin | activation, % at 3 µM | hit rate 0.25% among 320,000 | AID 2797, 2010;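 active = activation above the mean activation of all tested compounds plus 3 SD, per screening run, cut at about 20% in these data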;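 also: signal is peak over basal fluorescence ratio across a 100 second FLIPR read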
Target sequence (P37288 whole entry, looked up): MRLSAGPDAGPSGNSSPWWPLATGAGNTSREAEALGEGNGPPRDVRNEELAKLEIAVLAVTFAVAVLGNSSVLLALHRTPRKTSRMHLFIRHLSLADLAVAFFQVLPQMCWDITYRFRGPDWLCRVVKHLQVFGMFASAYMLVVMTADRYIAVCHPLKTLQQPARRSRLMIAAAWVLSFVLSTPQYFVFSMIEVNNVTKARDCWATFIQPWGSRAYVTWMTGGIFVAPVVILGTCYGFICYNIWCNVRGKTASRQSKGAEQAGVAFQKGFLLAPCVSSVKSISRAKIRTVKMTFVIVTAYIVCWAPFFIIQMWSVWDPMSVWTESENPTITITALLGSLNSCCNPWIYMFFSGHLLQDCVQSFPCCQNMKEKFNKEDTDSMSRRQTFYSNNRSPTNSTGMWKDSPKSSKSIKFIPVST
OXTR potentiate: human OXTR potentiators, primary screen, fluorescence, CHO-OTR cells, Fluo-8 calcium | Oxytocin receptor (Homo sapiens), P30559 | Fluo-8 calcium fluorescence, potentiator mode; 0% = oxytocin EC15, 100% = EC100 | activation, % at 3 µM | hit rate 0.061% among 320,000 | AID 2445, 2010;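 active = activation above that plate's cutoff, the mean activation of tested compounds plus 3 SD, cut at about 6.6% in these data, passing the limit was not always enough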;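 also: 100% uses oxytocin at 75 nM as the full agonist control; some results filed as inactive read as strong as hits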
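Replication – single well per compound, singlicate · Assay system – CHO cell line stably expressing human OTR · Timing – 6 min pre-incubation, 100 s read · Measure – normalized max/min fluorescence ratio, % activation · Doses – 3.0 µM, one dose · Detection – Fluo-8 calcium dye fluorescence · Probe or stimulus – oxytocin near EC15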
M1 PAM parental: nonselective calcium activators in parental CHO-K1 cells, primary screen, counter-screen for M1 PAM project, cell-based, Fluo-8 calcium fluorescence, full deck, 1536-well; ATP EC20; 0% at ATP EC20, 100% at ATP max; activation, % at 3 µM; hit rate 0.02% among 360,000; AID 602247, 2012;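 active = activation above the run cutoff, the mean activation of all test compounds plus 3 SD, cut at about 40% in these data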;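 also: peak over basal fluorescence ratio in a 140 s read after ATP addition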
CHO-K1 Ca antag: counter-screen for M1 antagonists: effect in parental CHO-K1 cells; inhibition, % at 3 µM; ATP-induced calcium, Fluo-8 fluorescence; hit rate 0.6% among 360,000;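 active = inhibition above a per-plate cutoff, the plate's mean sample inhibition plus 3 SD, cut at about 24% in these data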;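 also: 0% = DMSO plus EC80 ATP and 100% = DMSO alone without ATP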
M1 ag parental: counter-screen for M1 agonists: effect in parental CHO-K1 cells | Fluo-8 calcium fluorescence; scaled to maximal ATP response, vehicle zero | activation, % at 3 µM | hit rate 0.48% among 360,000 | AID 602248, 2012; in the data active = activation above about 15%;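 also: untransfected CHO-K1 host cells lacking M1 receptor as counterscreen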
* marks the source's active call; other numbers are inactive results; / = no result given.

Order of values – V1R ag counter	M1 PAM parental	CHRM1 agonist	M1 ag parental	CHO parental Ca	TAAR1 antag	CHO-K1 Ca antag	TAAR1 agonist	OXTR potentiate
Cc1cc(=O)[nH]c(N/N=C/c2cc(C)n(-c3ccccc3)c2C)n1
  0.6	26.2	1.7	-0.3	-12.4	-19.2	-15.0	1.4	-4.5
O=C(Nc1ccc(Cl)cc1)Nc1ccc2c(c1)OCO2
  9.3	-10.9	2.5	13.1	15.3	-2.9	7.9	21.6	-11.3
O=c1c2ccccc2n(Cc2ccccc2F)c(=O)n1Cc1ccccc1F
  -0.7	25.6	-3.3	0.9	-27.6	6.7	-10.7	15.8	-3.9
NC(=O)c1cc(S(=O)(=O)N2CCOCC2)cs1
  0.3	13.1	-0.2	0.4	10.6	-15.0	-6.0	6.5	-1.7
O=C(O)CCn1c2c(c3ccccc31)CCCC2
  0.2	-0.6	-4.0	0.0	-11.4	2.1	4.7	-1.6	2.0
Nc1nc2n(n1)C(c1ccco1)CC(c1ccc(F)cc1)N2 (stereo unspecified)
  -0.4	17.7	-2.5	0.1	-7.7	16.1	8.2	-0.1	-1.7
Cc1nn(C)c(C)c1S(=O)(=O)N1CCC(CO)(CC2CCCCO2)CC1 (stereo unspecified)
  0.7	18.8	-5.4	3.9	-9.2	0.5	-4.3	-1.7	1.9
CCN1C(=O)/C(=C/c2nc3ccccc3c(=O)[nH]2)c2ccccc21
  -0.7	28.7	-7.1	0.3	-24.7	-0.9	-8.0	1.6	-2.0
Cc1cccc(NC(=O)CSc2ncnc3sc(C)cc23)c1
  1.5	1.4	-2.6	1.3	-12.2	-0.4	-15.9	10.0	-6.7
COC(=O)C1=C(CCc2ccccc2)NC(=O)NC1c1ccc(Cl)cc1 (stereo unspecified)
  -1.1	13.5	-6.6	-0.1	-26.4	14.7	-6.6	9.6	-1.7
CSc1ncnc2c1ncn2CCCN(C)CCc1ccccn1
  /	-9.8	-8.0	-0.4	/	-20.3	-5.7	1.7	/
Cc1cccc(-c2noc(CN(C)S(=O)(=O)c3cc(Cl)ccc3Cl)n2)c1
  3.3	6.3	-4.6	1.3	-11.8	-1.5	-30.8	10.3	-6.3
N#Cc1cc(-c2ccccc2)nc(Oc2ccc(Cl)cc2)n1
  0.5	22.1	-6.7	0.9	-27.4	-23.7	-2.1	-1.1	-13.2
CCn1c(CNC(=O)COc2ccc(C(C)C)cc2)nnc1SCC(=O)Nc1ccccc1
  8.0	3.9	-0.3	3.9	-23.9	-5.5	-13.2	0.6	-8.1
CCC(C)NS(=O)(=O)c1ccc(OCC(=O)NCc2ccco2)cc1 (stereo unspecified)
  0.7	-8.5	0.7	0.2	-2.8	7.4	20.6	0.4	-4.4
CC1CCCN(C(=O)C(Cc2ccccc2)n2cccc2)C1 (stereo unspecified)
  2.8	9.6	-7.4	-0.1	-21.2	-15.1	-0.5	-3.0	-3.3
CCc1ccccc1NC(=O)COc1cccc(-n2cnnn2)c1
  4.1	-6.5	-1.9	1.3	11.0	16.6	-9.5	-3.0	-12.1
N#Cc1c(NC(=O)COC(=O)c2ccc(O)cc2O)sc2c1CCC2
  0.7	19.6	-1.6	1.4	1.6	-3.7	-11.4	3.4	-2.3
Cc1ccccc1NC(=O)Cc1nc(COC(=O)/C=C/c2ccccc2)cs1
  2.7	20.2	-2.6	5.4	-26.0	2.8	-13.6	3.0	-2.6
CC(C)CCOP(=O)(c1ccc(N(C)C)cc1)C(O)c1ccc(C(C)C)cc1 (stereo unspecified)
  -0.2	-4.4	0.7	-0.1	-24.0	-2.8	0.6	9.7	-20.1
CC1CCCCC1NC(=O)CNC(=O)c1cccs1 (stereo unspecified)
  1.0	10.2	-1.1	0.4	-2.0	-9.1	6.4	3.7	2.6
CCN(Cc1ccccc1)S(=O)(=O)c1ccc(C(=O)N(CCCN(C)C)c2nc3ccc(F)cc3s2)cc1
  1.1	6.0	-2.1	2.8	-7.4	39.9	-3.2	41.1*	-10.6
Cc1cccc(NC(=S)N(CCCN2CCCC2)Cc2cccn2Cc2ccc(Cl)cc2)c1
  0.6	12.9	0.3	16.6*	-10.2	-13.0	0.0	23.8	-1.1
CCN1C(=S)SC(=O)C1=C1C=C(C)N(CCO)C(C)=C1
  2.7	-11.4	-3.0	0.9	-1.9	-4.0	17.3	7.4	-0.2
NC(=O)CC(NC(=O)Cc1cccc2ccccc12)c1ccc(NCC2CC2)c([N+](=O)[O-])c1 (stereo unspecified)
  0.5	12.9	-6.8	0.5	-15.5	4.3	-7.7	10.7	-1.1
c1ccc2oc(NC3=NCN(CC4CCCO4)CN3)nc2c1 (stereo unspecified)
  -0.1	18.1	-2.8	0.0	-3.8	-7.8	-5.3	1.6	-14.4
O=C(NC1CC1)c1ccc(NC(=O)C2CCCCC2)cc1
  /	21.9	-2.5	0.5	/	-7.2	-7.5	8.1	/
CCN(CC)C(=O)CN(C#N)c1nc(Cl)nc(N(C)C)n1
  -0.5	16.8	-0.2	1.9	-13.2	4.7	-11.7	4.3	1.4
CC1CC(C)CN(C(=O)Cn2ncc3c([nH]c4ccccc43)c2=O)C1 (stereo unspecified)
  0.4	11.9	-1.8	4.5	-12.8	-2.9	-14.2	13.7	-5.8
O/C(=C\c1ccc2ccccc2n1)c1ccc(O)cc1O
  13.6	6.5	2.9	7.0	11.9	-4.9	-3.6	6.6	-16.8

Sorted by value in TAAR1 agonist (falling): some entries from above
| structure | TAAR1 agonist |
| --- | --- |
| NC(=O)CC(NC(=O)Cc1cccc2ccccc12)c1ccc(NCC2CC2)c([N+](=O)[O-])c1 (stereo unspecified) | 10.7 |
| Nc1nc2n(n1)C(c1ccco1)CC(c1ccc(F)cc1)N2 (stereo unspecified) | -0.1 |
| O=C(O)CCn1c2c(c3ccccc31)CCCC2 | -1.6 |

Next results follow.
Order of values – V1R ag counter	M1 PAM parental	CHRM1 agonist	M1 ag parental	CHO parental Ca	TAAR1 antag	CHO-K1 Ca antag	TAAR1 agonist	OXTR potentiate
CCC(CO)Oc1cc(NCc2ccc(F)cc2)c2ncn(C(C)C)c2c1 (stereo unspecified)
  2.6	-5.3	-12.7	0.3	-23.3	3.1	7.6	10.6	2.3
COc1ccc(C2/C=C\CN(C(=O)Nc3ccc(C(F)(F)F)cc3)CC(=O)N2Cc2ccc(F)cc2)cc1 (stereo unspecified)
  8.0	-13.4	-2.8	8.5	60.5*	/	20.2	/	-14.0
Cc1oc(-c2ccccc2F)nc1CS(=O)(=O)CC(=O)NC(C)CCc1ccccc1 (stereo unspecified)
  3.0	-12.8	5.3	4.7	-30.1	-28.0	-18.8	-2.7	-10.5
COC(=O)C1=C(C)Nc2c(c(=O)n(C)c(=O)n2C)C1c1ccc(Cl)cc1 (stereo unspecified)
  -0.2	-9.7	-4.4	0.6	-16.4	-33.1	11.3	2.4	-4.9
CC1CC(C)CN(CCCNC(=O)c2c(O)nc3ccccn3c2=O)C1 (stereo unspecified)
  -0.6	10.3	-6.9	1.2	-11.0	-22.5	-5.1	0.2	-6.5
CC1CCN(CC(=O)NCc2ccccc2)CC1
  1.3	20.7	-6.8	0.3	-1.9	-13.7	-22.7	4.2	-0.2
CCOC(=O)N1CCN(Cc2nc3cc(NC(=O)c4cccs4)ccc3n2C)CC1
  -0.1	-1.5	-6.4	1.1	-11.4	-22.3	-1.0	4.7	-12.6
CCn1c(SCC(=O)Nc2nc(-c3ccccc3)cs2)nc2c1c(=O)n(C)c(=O)n2C
  -0.6	11.1	-0.2	0.4	-4.9	5.7	-12.8	3.1	-8.8
Cc1ccc2sc3ccc(NC(=O)c4ccccc4Cl)cc3c(=O)c2c1
  0.8	13.2	-5.8	0.7	-16.8	17.7	-0.9	5.2	-4.8
CCCc1cc(=O)[nH]c(SCC(=O)Nc2sc3c(c2C(N)=O)CCCC3)n1
  0.3	21.3	-3.4	-0.2	-18.4	-7.2	-16.6	-2.0	0.8
CCC1CSC(Nc2ccc(C(=O)/C=C/c3ccc(OC)c(OC)c3)cc2)=N1 (stereo unspecified)
  1.2	7.5	-8.2	5.5	-15.2	25.3	3.8	6.1	-11.3
COc1ccccc1CN1CC(C(=O)NCc2ccc(N3CCCC3=O)cc2)CCC1=O (stereo unspecified)
  -0.7	0.1	-3.8	0.1	-12.1	-19.9	-12.6	2.7	-8.0
Cc1ccc(C(=O)NCCc2nnc3ccc(N4CCCC4)nn23)cc1
  0.1	17.1	-5.0	1.8	-15.7	-10.8	-7.8	0.6	2.1
O=C(CCNC(=O)c1ccc(Br)cc1)Nc1ccccc1N1CCCCC1
  -1.6	11.2	-4.8	-0.2	-21.4	14.5	-5.3	-0.8	-3.4
S=C1NC[C@H](CC2CCCCC2)N1CCCCC1CCCCC1
  -0.4	-5.5	8.1	-0.5	-5.6	2.0	-13.4	5.0	-3.6
Fc1c(F)c(F)c(NC2=NCCCCC2)c(F)c1F
  -0.8	9.9	-7.0	1.4	-10.7	-16.5	-8.7	7.9	-8.7
Cc1ccccc1NC(=O)/C(C#N)=C/c1ccccc1C(F)(F)F
  -0.6	3.4	-4.4	-0.2	-7.4	-8.3	0.7	-1.6	-4.4
CN(C(=O)Cn1nc(C(=O)O)c2ccccc2c1=O)C1CCCCC1
  1.1	5.7	-0.8	-0.1	-30.1	-16.1	-1.5	2.9	4.2
Cc1ccc2cc(CN(CCN(C)C)C(=O)Nc3ccc(Cl)cc3)c(=O)[nH]c2c1
  5.3	5.7	-0.8	5.6	-7.5	23.2	-2.2	15.8	-4.6
Cc1ccc(S(=O)(=O)CC(=O)Nc2ccc3nc(C)sc3c2)cc1
  -0.4	-3.9	-2.4	2.4	-17.3	1.8	-5.3	2.0	-18.3
COc1cc(/C=N/NC(=O)CNC(=O)c2ccc3c(c2)OCCO3)ccc1O
  -0.6	3.8	-7.1	-0.3	-15.5	9.5	-15.8	1.1	-6.1
